Compound activity: PubChem BioAssay, National Center for Advancing Translational Sciences (NCATS)
uPA generation: blocks generation of uPA at the cell surface. cell surface uPA generation assay, qHTS. Potency, µM (highest dose often 38.3 µM), for inactives: at the top dose activity change, negative = inhibition, hits mostly inhibitors. 330,000 compounds, 0.31% hits. AID 540303; active = well fitted inhibition curve with a large enough effect; inconclusive = small, poorly fitted or top-dose-only effect; inactive = no such curve, though single readings can be large or run the other way; tested in mouse RAW 264.7 cells; note: % is set by controls: 0 for no effect and ±100 for the full control effect; nearly all actives have a fitted effect of over 55% in size
MLL CXXC-DNA inh: inhibitors of human MLL CXXC domain-DNA interaction | Q03164 | MLL-CXXC / FITC-HOXA9 DNA fluorescence polarization | Potency, µM (highest dose often 115 µM), inactives show at the top dose activity change, negative = inhibition, hits mostly inhibitors | 290,000 compounds, 0.037% hits | AID 2662; active = well fitted inhibition curve with a large enough effect in the polarisation, with a control signal flat, not every such curve was filed as active; inconclusive = small, poorly fitted or top-dose-only effect, or effect the other way, or a change in a side signal; inactive = no such curve, though single readings can be large or run the other way; the % refers to the polarisation
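Fluorescence polarization: 7 uM MLL-CXXC (stock) preincubated 5 min with compounds, then 50 nM fluorescein-HOX-A9 DNA (stock) added; 30 min ambient. Buffer 50 mM Tris-HCl pH 7.5, 50 mM NaCl, 1 mM DTT, 0.05% BSA.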
FLuc counter: counter-screen for miR-21 project: firefly luciferase inhibitors or activators; P08659; purified FLuc, Km substrates, luminescence inhibition; Potency, µM (titrated, usually from 57.5 µM), inactives show top-dose activity change, negative = inhibition, actives largely listed as inhibitors; 360,000 compounds, 6.9% hits; AID 588342;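 note: plate controls were vehicle for no effect and reference inhibitor for full effect; nearly all actives have a fitted effect of over 55% in size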
Target sequence (P08659 whole entry, looked up): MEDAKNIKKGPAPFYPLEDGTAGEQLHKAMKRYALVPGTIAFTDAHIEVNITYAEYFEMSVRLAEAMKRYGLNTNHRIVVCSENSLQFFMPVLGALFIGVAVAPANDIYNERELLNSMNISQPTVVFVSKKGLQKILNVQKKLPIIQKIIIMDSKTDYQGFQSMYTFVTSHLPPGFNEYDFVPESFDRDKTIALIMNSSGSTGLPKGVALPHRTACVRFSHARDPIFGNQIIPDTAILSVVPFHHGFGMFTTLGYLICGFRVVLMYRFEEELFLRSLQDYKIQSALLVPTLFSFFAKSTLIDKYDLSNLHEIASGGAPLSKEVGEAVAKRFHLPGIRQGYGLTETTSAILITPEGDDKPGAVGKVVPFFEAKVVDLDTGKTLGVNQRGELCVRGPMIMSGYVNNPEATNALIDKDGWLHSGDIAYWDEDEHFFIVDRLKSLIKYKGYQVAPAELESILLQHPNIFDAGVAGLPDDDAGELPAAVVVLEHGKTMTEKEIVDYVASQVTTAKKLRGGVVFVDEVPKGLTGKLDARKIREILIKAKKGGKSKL
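Purified P. pyralis luciferase, 10 nM final, with Km-level 10 uM D-luciferin and 10 uM ATP in 50 mM Tris acetate pH 7.5, 10 mM Mg acetate, 0.01% Tween-20, 0.05% BSA; 6-point qHTS titration about 60 µM downward; luminescence read.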
Rab9 promoter act: Rab9 promoter activation. AID 485297. Potency, µM (highest dose often 9.22 µM), without a hit: at the top dose activation, negative = inhibition, hits mostly activators. Huh7 Rab9 promoter-luciferase reporter, luminescence, 24 h. 320,000 compounds, 2.8% hits; note: % of control where 0% means no effect; nearly all actives have a fitted effect of over 60% in size
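Cells were plated at 1500 per well in reduced-serum medium with 10% FBS and left 2 h. Compound in DMSO was then added for 24 h at 37 °C. Reporter signal was read by luminescence after 10 min with luciferase detection reagent.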
BRCA1 expr up: activators of BRCA1 expression; AID 624202; MCF7-BRCA1-FFLuc reporter, luminescence, 48 h; response scale: scaled: vehicle 0%, 10 µM genistein 100%; 380,000 compounds, 1.1% hits; Potency, µM (doses to about 46.1 µM), inactives show at the highest dose activation, usual class: activators; note: nearly all actives have a fitted effect of over 80% in size; some results filed as inactive show a strong effect at the top dose
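Using MCF7 cells harboring a BRCA1 firefly luciferase reporter, plated 2 h before compound pinning, the screen measured luminescence after 48 h incubation. Responses were normalized to DMSO and 10 microM genistein, then fitted for concentration-effect.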
MBNL1-CUG inh: MBNL1-poly(CUG) RNA binding inhibition | Q9NR56 | TR-FRET MBNL1-His/biotin-(CUG)12 binding, 665/545 ratio | Potency, µM (series often up to 57.5 µM), for the others: top-dose activity change, negative = inhibition, most hits filed as inhibitors | 280,000 compounds, 0.036% hits | AID 2675; active = well fitted inhibition curve with a large enough effect in the signal ratio, with a control signal flat, not every such curve was filed as active; inconclusive = small, poorly fitted or top-dose-only effect, or effect the other way, or a change in a side signal; inactive = no such curve, though single readings can be large or run the other way; the % refers to the signal ratio; note: % is set by controls: 0 for no effect and ±100 for the full control effect
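Compound titration spanned 92 nM–58 uM against the MBNL1-His/biotin-(CUG)12 complex. After 60 min at room temperature with 5 nM streptavidin-XL665 and 0.055 ng/ul terbium anti-His, ratiometric 665/545 nm emission (Ex 340 nm) normalized to controls.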
RORgamma inh: inhibitors of mouse ROR gamma transcriptional activity | P51450 | Drosophila S2 Gal4-RORgamma UAS-luciferase reporter, 20 h | Potency, µM (titrated, usually from 53.6 µM), for the others: top-dose activity change, negative = inhibition, hits mostly inhibitors | 310,000 compounds, 5.4% hits | AID 2551; note: % is set by controls: 0 for no effect and ±100 for the full control effect; nearly all actives have a fitted effect of over 60% in size
Target sequence (P51450 whole entry, looked up, the tested form may be a part): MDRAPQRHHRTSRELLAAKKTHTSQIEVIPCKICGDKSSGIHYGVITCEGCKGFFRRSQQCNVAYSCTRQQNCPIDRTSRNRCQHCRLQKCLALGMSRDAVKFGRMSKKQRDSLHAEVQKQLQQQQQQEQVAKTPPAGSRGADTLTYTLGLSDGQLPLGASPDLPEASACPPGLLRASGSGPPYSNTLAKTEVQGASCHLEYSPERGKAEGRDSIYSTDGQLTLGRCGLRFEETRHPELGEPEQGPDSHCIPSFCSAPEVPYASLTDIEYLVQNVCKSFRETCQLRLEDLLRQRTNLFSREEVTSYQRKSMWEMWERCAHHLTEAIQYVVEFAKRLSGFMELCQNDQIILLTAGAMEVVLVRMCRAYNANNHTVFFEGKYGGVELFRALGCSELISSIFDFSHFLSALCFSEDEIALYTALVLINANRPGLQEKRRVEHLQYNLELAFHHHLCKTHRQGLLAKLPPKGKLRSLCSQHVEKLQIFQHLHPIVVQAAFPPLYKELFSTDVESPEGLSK
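Read-out: Photinus luciferase luminescence; inhibitors lower reporter signal. Insect Schneider cells with Gal4-ROR gamma fusion under metallothionein promoter, UAS reporter; 700 uM final copper sulfate induction, 20 hr, ambient temperature.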
ELG1 genotox: genotoxicity induction in ELG1-luciferase HEK293T cells | HEK293T ELG1-luciferase reporter, luminescence, 16 h | Potency, µM (highest dose often 46 µM), without a hit: top-dose activity change, positive = activation, actives largely listed as activators | 330,000 compounds, 1.3% hits | AID 504466; note: % of control where 0% means no effect; nearly all actives have a fitted effect of over 60% in size
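Cells (2,000/well) expressing the ELG1-luciferase fusion are dosed by pin tool and kept 16 hr at 37 °C, 5% CO2. Signal comes from ONE-Glo luciferase reagent after 30 min at room temperature.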
NPC1 promoter act: activators of NPC1 promoter | Huh7 NPC1 promoter luciferase reporter, 24 h | Potency, µM (highest dose often 9.22 µM), without a hit: at the highest dose activation, most hits filed as activators | 320,000 compounds, 2.4% hits;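 note: % of control where 0% means no effect; nearly all actives have a fitted effect of over 60% in size; reporter is driven by a mutant NPC1 promoter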
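Luminescence read-out of NPC1 promoter-driven luciferase in stably transfected Huh7 cells; compounds delivered in DMSO and left 24 h at 37C, 5% CO2, qHTS titration format.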
VP16 counter: counter-screen for ROR gamma inhibitors: Gal4-VP16 reporter; Drosophila S2 Gal4-VP16 UAS-luciferase, luminescence, 20 h; AID 2546; Potency, µM (doses to about 53.6 µM), without a hit: top-dose activity, negative = inhibition, hits mostly inhibitors; 310,000 compounds, 3.5% hits;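 note: Gal4-VP16 expression switched on by copper sulfate through the metallothionein promoter; % is set by controls: 0 for no effect and ±100 for the full control effect; nearly all actives have a fitted effect of over 50% in size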
p53 reactivation: restores transcriptional activity of mutant p53; Potency, µM (top dose mostly 92.2 µM), for inactives: top-dose activity change, positive = activation, actives largely listed as activators; AID 504706; H1299 p53-A138V BP100-luciferase reporter, luminescence, 24 h; 320,000 compounds, 0.063% hits; note: % of control where 0% means no effect; nearly all actives have a fitted effect of over 45% in size
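p53-null H1299 cells stably carrying temperature-sensitive p53-A138V and a BP100-luciferase reporter were pinned with compounds (4-point, 1:5 series) and held 24 hrs at 37 deg C. Luminescence was read 10 min after detection reagent.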
* marks the source's active call; other numbers are inactive results; u = inconclusive; x = not tested or not shown; & = joins results of further samples; [ ] = remark or other dose. Unless noted, calls come from the whole dose curve; as a rule, active = well fitted curve in the direction sought with a large enough effect; inconclusive = small, poorly fitted or top-dose-only effect, or another doubt; inactive = no such curve, though single readings can be large; an effect the other way counts as inactive or inconclusive. Potency is the fitted concentration of half-maximal effect. Not all compounds are listed; the hit share may differ from the screen's.

SMILES | uPA generation | MLL CXXC-DNA inh | FLuc counter | Rab9 promoter act | BRCA1 expr up | MBNL1-CUG inh | RORgamma inh | ELG1 genotox | NPC1 promoter act | VP16 counter | p53 reactivation
O=C(c1cc(-c2ccc(Cl)c(Cl)c2)on1)N1CCCC1 | x | 16% | -17% | 2.2µM* | x | -2% | u | u | 3.5µM* | u | 14%
COc1ccc(N2CCN(CCN3C(=O)c4ccccc4C3=O)CC2)cc1 | -2% | 5% | -1% | 3% | -36% | 1% | -11% | 0% | -7% | -2% | 3%
Cn1cc(CNCc2cn[nH]c2-c2ccc(F)cc2)c(-c2ccc3c(c2)OCCO3)n1 | -14% | -7% | -9% | 2% | -4% | -8% | 12% | 1% | -1% | 0% | -5%
COc1ccc(C(=O)CC(=O)C(=O)Nc2cc([N+](=O)[O-])ccc2OC)cc1 | -11% | u | -2% | -7% | -33% | 1% | u | -3% | -6% | u | 3%
CN1/C(=C\C(=O)CSc2ncn[nH]2)C(C)(C)c2ccccc21 | -4% | 0% | 1% | -2% | 20% | 0% | 20% | -1% | 0% | u | -5%
CC(C)OC(=O)CSc1nc2ccccc2s1 | 5% | 3% | 24µM* | -1% | 4% | -2% | 3% | u | 1% | 7% | -1%
Cc1cccc(NC(=O)C2CCCN(C(=O)NCc3ccccc3)C2)c1C (stereo not given) | x | 0% | 1% | 0% | 3% | -7% | 0% | 0% | -6% | 1% | -2%
c1coc(CNc2ncnc3sc4c(c23)CCCCC4)c1 | 1% | -4% | u | 15% | -19% | 5% | -18% | 0% | -1% | 7% | 3%
CCOC(=O)CC(NC(=O)CCc1c(C)nc2ncnn2c1C)c1ccc(OC(C)C)cc1 (stereo not given) | 4% | 2% | 4%&-5% | 1% | -9%&2% | 0% | 1% | -1% | -2% | -12% | 5%
Cc1cc(C)c(NC(=O)CN2C(=O)NC(Cc3ccccc3)C2=O)c(C)c1 (stereo not given) | 0% | 15% | 0% | 1% | -26% | x | -10% | 2% | 0% | -4% | -1%
Cc1ncc([N+](=O)[O-])n1CC(=O)Nc1ccc2c(c1)OCO2 | -2% | -2% | 2% | -5% | -3% | 5% | 3% | 1% | -1% | 9% | 2%
Cc1c(NC(=O)c2ccc3c(c2)OCO3)c(=O)n(-c2ccccc2)n1C | 12% | 6% | 4% | 1% | 8% | 7% | 21% | 0% | 4% | -13% | -6%
O=C(c1ccccc1)c1ccc(OC(=O)N2CCOCC2)cc1 | 7% | 18% | -14% | 16% | 61% | 1% | 0% | 3% | 13% | -5% | 6%
O=C(Nc1ccncc1)Nc1cccc(Cl)c1Cl | -5% | 18% | u | -2% | 0% | -4% | -3% | -2% | 1% | -16% | -3%
O=C(CN1C(=O)c2ccccc2S1(=O)=O)N1CCOCC1 | x | -4% | -2% | 3% | 0% | 3% | -5% | 11% | 9% | -3% | u
N#C/C(=C/c1ccc(Cl)cc1)NC(=O)c1ccccc1 | 8% | -1% | -2% | 7% | 13% | 0% | -4% | -1% | 6% | 1% | 5%
C=CCOc1ccc(/C=N/Nc2ccccn2)cc1OC | -8% | u | 5.4µM* | u | 5µM* | x | 3% | u | 3.5µM* | u | 10%
Cc1ccc(-n2nnc(-c3cc4ccccc4nc3Cl)n2)cc1 | 0% | -21% | 6µM* | 4.5µM* | 4% | 1% | -6% | u | u | 1% | 18%
O=C(CSc1ccc(Br)cc1)NCC(c1ccco1)N1CCCCC1 (stereo not given) | 3% | x | 1% | 5% | -9% | x | x | -7% | 2% | x | 2%
Cc1ccc(CNC(=O)CCC(=O)n2ncc3cc(C)ccc32)cc1 | 6% | x | -1% | 0% | -4% | 2% | -27% | 1% | -3% | 2% | 3%
CC(C)NC(=O)COc1coc(CN2CCN(c3ccccc3F)CC2)cc1=O | 5% | -6% | -1% | 0% | -1% | -4% | -6% | -1%[9.26 µM] | -2% | -6% | 3%
CC(=O)Cc1nsc(NC(=O)c2ccc(-c3ccc(F)cc3)o2)n1 | -6% | 0% | 6µM* | 16% | 16% | u | 0% | 1% | -2% | -8%[10 µM] | 1%
CCN(CC)C(=O)CSc1nnc(-c2cc(OC)cc(OC)c2)o1 | -1% | 4% | 0% | -4% | 38% | 1% | -9% | 10% | 0% | 0% | -9%
Cc1cc(C)cc(CSc2nnc(C)c(=O)[nH]2)c1 | 2% | 3% | -1% | -4% | 1% | 0% | 8% | -1% | 0% | 0% | 0%
CC(=O)c1ccc(N/N=C(/C(N)=O)C2=NC(C)(C)Cc3ccccc32)cc1 | -6% | -1% | -8% | -13% | -62% | -2% | u | -7% | -12% | u | 0%
CC1CCCCN1C(=O)COC(=O)c1ccc2c(c1)C(=O)N(Cc1ccco1)C2=O (stereo not given) | -1% | x | -18% | -1% | -5% | x | x | 0% | -3% | x | 7%
COc1cc(NC(=O)c2noc3c2CCCC3)c(OC)cc1Cl | x | -10% | -2% | u | -36% | 1% | -13% | 10% | 2% | -1% | 5%
O=C(Nc1nccs1)c1ccccc1N=Cc1ccccc1 | 1% | 17% | 1% | 14% | 81% | -7% | 17% | 3% | 18% | 14% | 8%
C/C(=N\NC(=O)CSCc1ccccc1Cl)c1cccc(NC(=O)c2ccccc2)c1 | -2% | 5% | 5% | -9% | 0% | u | u | -7% | -3% | -25% | -4%
COC(=O)c1ccc(-n2c(C)cc(C(=O)COC(=O)CNS(=O)(=O)c3ccc(C)cc3)c2C)cc1 | -10% | -3% | 0% | -6% | -4% | 12% | 9% | 2% | -5% | u | 0%
O=C(CSc1nc2sc3c(c2c(=O)n1-c1ccccc1)CCCC3)N/N=C/c1ccc(C(=O)O)cc1 | -5% | 35% | -7% | -1% | 15% | 4% | -4% | 2% | -8% | -6% | -3%
COc1cccc(-n2c(=S)sc3c(=O)n(-c4ccccc4OC)c(SCC4OCCO4)nc32)c1 | -1% | 18% | -14% | -5% | -9% | 1% | -2% | -8% | -6% | 8% | -3%
COc1ccc(/C=C/C(=O)C2C(=O)C=C(C)OC2=O)cc1O (stereo not given) | -10% | 6% | 6µM* | 18% | -4% | 3% | -33% | u | u | -18% | u
CNC(=O)c1c(NC(=O)C2=COCCO2)sc(C)c1C | 2% | x | -1% | 0% | -13% | x | x | -7% | 1% | x | 2%
CCN(Cc1ccccc1)C(=O)CCc1nc(-c2ccc(C)cc2)no1 | 7% | 8% | 1% | -6% | -16% | -16% | 0% | -3% | 0% | u | -2%
Cc1ccccc1C1C(C#N)=C2NC(=O)c3c(sc4c3CCCCC4)N2C2=C1C(=O)CC(C)(C)C2 (stereo not given) | x | 21% | 1% | 3% | x | 10% | -33% | -1% | -4% | 3% | -4%
Cc1ccc(C(=O)Nc2ccccc2C(=O)O)cc1S(=O)(=O)NC1CCCCC1 | 8% | -24% | u | 2% | 22% | -9% | x | 3% | -2% | x | x

Arranged by SMILES length (smallest number first): some entries from above.
SMILES | uPA generation | MLL CXXC-DNA inh | FLuc counter | Rab9 promoter act | BRCA1 expr up | MBNL1-CUG inh | RORgamma inh | ELG1 genotox | NPC1 promoter act | VP16 counter | p53 reactivation
COc1ccc(/C=C/C(=O)C2C(=O)C=C(C)OC2=O)cc1O (stereo not given) | -10% | 6% | 6µM* | 18% | -4% | 3% | -33% | u | u | -18% | u
CCN(Cc1ccccc1)C(=O)CCc1nc(-c2ccc(C)cc2)no1 | 7% | 8% | 1% | -6% | -16% | -16% | 0% | -3% | 0% | u | -2%
COc1cccc(-n2c(=S)sc3c(=O)n(-c4ccccc4OC)c(SCC4OCCO4)nc32)c1 | -1% | 18% | -14% | -5% | -9% | 1% | -2% | -8% | -6% | 8% | -3%
Cc1ccccc1C1C(C#N)=C2NC(=O)c3c(sc4c3CCCCC4)N2C2=C1C(=O)CC(C)(C)C2 (stereo not given) | x | 21% | 1% | 3% | x | 10% | -33% | -1% | -4% | 3% | -4%
